Source: PubChem
PAX8 reporter = inhibitors of PAX8 transcriptional activity in RMG-I cells | RMG-I TPO-luciferase reporter, SteadyGlo, 24 h | AID 652154 | actives 1.2% (n = 360,000) | inhibition, % at 12.6 µM;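 active = mean replicate inhibition at least 60% with every replicate also reaching 60%; inconclusive = only one of the two criteria is met; inactive = mean below 60% and not all replicates reaching 60%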;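 note: luciferase light reporting Pax8 driven TPO promoter activity; plate controls were median of neutral control wells for no effect and mitoxantrone controls for full effect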
ERp5 block = blocks human ERp5 reductase activity on insulin. Q15084. ERp5 insulin aggregation, absorbance 650 nm, 90 min. inhibition, % at 9.99 µM. actives 0.05% (n = 350,000). AID 651711;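 active = mean replicate inhibition above about 25%, with every replicate also reaching it, limit read from the data, passing the limit was not always enough; inconclusive = only one of those two criteria met; inactive = neither criterion met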
Target sequence (Q15084 whole entry, looked up): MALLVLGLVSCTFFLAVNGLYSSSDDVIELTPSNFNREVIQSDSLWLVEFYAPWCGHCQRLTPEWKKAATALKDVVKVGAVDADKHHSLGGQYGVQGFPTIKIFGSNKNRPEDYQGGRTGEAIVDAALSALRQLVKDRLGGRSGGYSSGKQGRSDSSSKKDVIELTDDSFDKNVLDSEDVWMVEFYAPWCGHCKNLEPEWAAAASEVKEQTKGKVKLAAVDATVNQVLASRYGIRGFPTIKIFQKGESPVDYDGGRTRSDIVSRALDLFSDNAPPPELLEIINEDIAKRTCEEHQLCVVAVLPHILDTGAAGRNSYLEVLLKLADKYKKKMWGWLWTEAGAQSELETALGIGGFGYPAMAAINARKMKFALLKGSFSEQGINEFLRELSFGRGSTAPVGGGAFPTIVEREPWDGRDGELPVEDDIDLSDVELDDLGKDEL
ARNT TACC3 PPI = disrupts binding between human ARNT and TACC3. inhibition, % at 9.99 µM. actives 0.66% (n = 390,000). AlphaScreen His-ARNT PAS-B/GST-TACC3 binding, luminescence; TACC3 fragment carries E629A point mutation. AID 623870;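 active = mean inhibition of replicates at least 50% and at least half of replicates each reaching 50%; inconclusive = half or more replicates reach 50% but mean below 50%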;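 note: 0% = complete ARNT plus TACC3 wells and 100% = ARNT alone without TACC3; many hits fall short of the cut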
CFTR F508del cor = correctors of CFTR F508del function in bronchial epithelial cells; activity (quench increase), % at 7.58 µM; CFBE cells, YFP halide quenching; stimulated with forskolin plus potentiator P3; % fluorescence drop versus neutral controls; AID 720511; actives 0.36% (n = 350,000);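 active = mean added fluorescence quench of at least 8% versus neutral control, with both replicates also reaching 8%; inconclusive = only one of the mean or replicate conditions met; inactive = mean below 8% and not both replicates reaching 8%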;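 note: cells transiently co-express mutant CFTR-F508del with the halide-sensitive YFP; corrector assay measuring rescue of mutant channel to the surface after 24 h compound exposure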
INS-1E GSIS act = primary screen for activators of insulin secretion dependent on glucose, INS-1E cells, GLuc reporter luminescence. INS-1E GLuc reporter insulin secretion, 2-3 h. activation, % at 16.6 µM. actives 0.61% (n = 370,000). AID 743287;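 active = lowest replicate activation of at least 40%, so every replicate reaches that level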;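 note: 0% = median of neutral control wells and 100% = median of IBMX positive control wells; some compounds called inactive have numbers as strong as hits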
XiGFP reactiv = activators of X-chromosome reactivation in mouse fibroblasts. XiGFP mouse fibroblasts, % GFP-positive cells imaging, 3 d; cells co-treated with 5-aza-dC sensitizer; scaled so ellipticine positive control = 100%. activation, % at 7.58 µM. actives 0.055% (n = 360,000). AID 743238;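 active = mean normalized replicate activation at least 10% and every replicate at or above 10%; inconclusive = only one of the two criteria met; inactive = mean below 10% and not all replicates reach 10%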;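 note: 0% = median of on-plate neutral control wells and 100% = ellipticine 6 µM median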
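System: 68-5-11 XiGFP fibroblast line | Buffer or medium: DMEM containing 5-aza-dC | Compound: Single point | Times: Compounds 3 days, fix/stain 15 min at room temperature | Benchmarks: Positive control ellipticine, 6 µM final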
EWS-Fli inh = inhibitors of EWS/Fli oncoprotein transcriptional activity; A673 NR0B1-luciferase reporter, viability-normalised; inhibition, % at 12.6 µM; actives 0.67% (n = 350,000);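 active = mean inhibition of at least 50% after viability correction, with every replicate also passing that limit; inconclusive = mean reaches 50% but only one of two replicates passes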;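 note: firefly luciferase signal divided by Alamar Blue viability fluorescence both relative to DMSO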
DENV2 CPE = protects cells from dengue virus 2 cytopathic effect | DENV2-infected cells, cytopathic effect rescue, plate reader | CPE inhibition, % at 9.99 µM | actives 1.7% (n = 350,000); in the data active = CPE inhibition above about 20%, passing the limit was not always enough; inconclusive = no clear call, values can overlap the other calls; tested in BHK-21 cells;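 note: 0% = median of neutral control wells and 100% = median of positive control wells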
* = called active by the depositor; ? = inconclusive; / = not tested or not shown; & = joins results of further samples; ! = not confirmed by another sample. The order is random; about 4.2% have a hit in one of these screens.

SMILES	PAX8 reporter	ERp5 block	ARNT TACC3 PPI	CFTR F508del cor	INS-1E GSIS act	XiGFP reactiv	EWS-Fli inh	DENV2 CPE
Cc1nn(-c2ccccc2)c(C)c1P(=O)(c1ccccc1)N(C)C (stereo not drawn)	/	-2.7	-8.2	1.1	3.7	/	2.5	-1.1
Cc1cccc(-c2nc3ccccc3c(=O)n2NC(=O)c2ccc([N+](=O)[O-])c(C)c2)c1	-7.4	-73.4	-2.9	-3.1	3.9	0.0	1.7	-1.5
O=C(OCn1nnc2ccccc2c1=O)c1cccs1	-3.5	-3.0	-2.0	-1.5	15.7	0.0	11.9	-1.1
O=C(O)c1ccccc1Nc1ccnc(Cl)n1	-18.5	3.0	4.3	-0.5	-1.2	0.0	-13.1	1.0
O=C(c1ccc(N2CCCCC2)c([N+](=O)[O-])c1)N1CCN(S(=O)(=O)c2ccccc2)CC1	-10.4	5.3	10.9	2.0	-13.5	0.1	11.9	-1.3
CCOC(=O)N1N=C(C)CC1(O)c1ccccc1 (stereo not drawn)	-0.9	/	-5.5	/	22.3	0.0	/	/
O=C(COc1ccc(S(=O)(=O)NC2CCCCC2)cc1)NCc1cccnc1	/	-2.4	0.1	-1.8	-9.5	/	-1.6	9.0
CS(=O)(=O)N1CCCC(C(=O)N2CCN(c3cccc(Cl)c3)CC2)C1 (stereo not drawn)	-5.7	-1.3	-1.6	0.9	-1.2	0.1	-7.9	3.9
CCC(=O)N1CCCCN2[C@H](CO)[C@H](c3ccc(C#Cc4ccccc4F)cc3)[C@@H]2C1	-5.8	-0.2	-3.2	3.5	10.0	1.3	-1.1	-3.9
COc1ccc(C(=O)N(c2ccc(C)cc2)C2C=CS(=O)(=O)C2)cc1OC (stereo not drawn)	-2.0	?	-0.7	2.7	3.4	0.6	2.2	1.5
O=C(CSc1nnc(-c2ccncc2)o1)N1CCCCCC1	3.6	2.7	/	-1.8	-3.5	0.9	-4.1	/
Cc1sc(NC(=O)C2=COCCO2)nc1-c1ccc(Br)cc1	-56.6	3.3	5.6	-7.6	1.0	-0.1	-21.9	?

Seven of the compounds above, as a markdown table.
| SMILES | PAX8 reporter | ERp5 block | ARNT TACC3 PPI | CFTR F508del cor | INS-1E GSIS act | XiGFP reactiv | EWS-Fli inh | DENV2 CPE |
| --- | --- | --- | --- | --- | --- | --- | --- | --- |
| CCC(=O)N1CCCCN2[C@H](CO)[C@H](c3ccc(C#Cc4ccccc4F)cc3)[C@@H]2C1 | -5.8 | -0.2 | -3.2 | 3.5 | 10.0 | 1.3 | -1.1 | -3.9 |
| O=C(CSc1nnc(-c2ccncc2)o1)N1CCCCCC1 | 3.6 | 2.7 | / | -1.8 | -3.5 | 0.9 | -4.1 | / |
| CCOC(=O)N1N=C(C)CC1(O)c1ccccc1 (stereo not drawn) | -0.9 | / | -5.5 | / | 22.3 | 0.0 | / | / |
| O=C(OCn1nnc2ccccc2c1=O)c1cccs1 | -3.5 | -3.0 | -2.0 | -1.5 | 15.7 | 0.0 | 11.9 | -1.1 |
| Cc1nn(-c2ccccc2)c(C)c1P(=O)(c1ccccc1)N(C)C (stereo not drawn) | / | -2.7 | -8.2 | 1.1 | 3.7 | / | 2.5 | -1.1 |
| O=C(c1ccc(N2CCCCC2)c([N+](=O)[O-])c1)N1CCN(S(=O)(=O)c2ccccc2)CC1 | -10.4 | 5.3 | 10.9 | 2.0 | -13.5 | 0.1 | 11.9 | -1.3 |
| CS(=O)(=O)N1CCCC(C(=O)N2CCN(c3cccc(Cl)c3)CC2)C1 (stereo not drawn) | -5.7 | -1.3 | -1.6 | 0.9 | -1.2 | 0.1 | -7.9 | 3.9 |

Going on with the list.
SMILES	PAX8 reporter	ERp5 block	ARNT TACC3 PPI	CFTR F508del cor	INS-1E GSIS act	XiGFP reactiv	EWS-Fli inh	DENV2 CPE
COc1ccc(C2CC(c3c(Cl)cccc3Cl)n3nc(N)nc3N2)cc1 (stereo not drawn)	-1.0	-0.4	-2.2	2.8	8.6	0.3	-2.0	6.4
Cc1cc(-c2ccc(Br)cc2)n2nc(C)cc2n1	-34.8	-1.3	/	3.7	42.6*	0.0	-6.2	-3.0
N#Cc1ccccc1NC(=O)c1ccc2c(c1)OCCO2	-157.9	5.3	-2.1	-1.2	32.9	0.0	-98.0	-3.8
Cc1ccc(CN2CC(N3CCN(C)CC3)CS2(=O)=O)cc1 (stereo not drawn)	-10.4	3.9	/	1.7	1.4	0.0	-11.9	9.8
Cc1ccc(NC(=O)NNC(=O)c2snnc2C)cc1	-38.5	-1.5	6.6	-0.5	-1.5	0.0	-1.7	8.3
Cc1sc2ncn(CC(=O)N3CCN(c4ccc(F)cc4)CC3)c(=O)c2c1S(=O)(=O)N1CCOCC1	-2.3	3.1	-3.5	-1.0	-9.0	0.0	4.4	-1.5
O=C(CC1CC1)N1CC2(C1)[C@@H](c1ccccc1)[C@H](CO)N2CC1CCOCC1	1.8	-1.5	/	-1.6	9.0	0.0	-3.4	5.9
COc1ccc(-c2nc(CS(=O)(=O)CC(=O)NCCc3ccc(C)cc3)c(C)o2)cc1	5.9	-8.2	2.2	-1.1	7.2	0.5	1.5	1.9
COc1ccc(CNC(=O)C[C@H]2C=C[C@H](NC(=O)c3cccc(F)c3)[C@H](CO)O2)cc1	3.4	6.8	2.2	-2.3	-2.8	0.2	1.0	3.2
O=C(CCCN1C(=O)C(c2ccccc2)Oc2cccnc21)Nc1cccc(F)c1 (stereo not drawn)	6.2	1.0	-3.0	0.9	-19.5	0.2	/	4.6
CC(C)NS(=O)(=O)c1ccc(NC(=O)C(C)OC(=O)CCC2CCCC2)cc1 (stereo not drawn)	0.2	1.8	-11.7	-2.4	-54.1	-0.3	-10.1	-8.2
COc1ccc(C2N=C(c3ccccc3)C(C)(C)N2O)cc1 (stereo not drawn)	/	3.2	2.7	-0.3	10.6	/	-16.7	-0.5
Cc1cc(NC(=O)COC(=O)COc2ccc(Cl)c(C)c2)no1	-0.2	2.4	/	0.3	-6.0	-0.1	-3.1	3.3
C[C@H](CO)N1C[C@H](C)[C@@H](CN(C)C(=O)c2cnccn2)Oc2ncc(Br)cc2C1=O	-6.1	-3.7&12.2	/	0.0&-1.0	4.3&12.7	0.3&0.0	4.2&-1.7	62.5*!
CC(=O)Nc1cccc(C(=O)N/N=C/c2c[nH]c3ccccc23)c1	-2.5	-0.8	-8.1	3.7	-11.8	0.0	11.2	-0.4
COc1ccc(C)cc1NC(=O)c1cnc2scc(C)n2c1=O	8.9	-5.0	1.9	2.6	2.3	0.2	-13.1	?
CC(C)NC(=O)N1[C@H](CNC(=O)CN(C)C)[C@@H](c2ccccc2)[C@@H]1CO	-20.6	6.8	-16.3	-1.5	-0.4	0.4	-5.9	-9.6
CCCCNC(=O)c1ccccc1NC(=O)CN(c1ccccc1)S(=O)(=O)N(C)C	15.7	/	3.8	/	-5.1	-0.1	/	/
Cc1noc(C)c1NC(=O)Nc1cccc2c1O[C@H](CN(C)S(C)(=O)=O)[C@H](C)CN([C@H](C)CO)C2=O	/	9.1	-3.0	-1.3	-6.5	0.3	-2.4	6.7
C[C@@H]1CN([C@H](C)CO)C(=O)c2cc(NS(=O)(=O)c3ccccc3)ccc2O[C@@H]1CN(C)Cc1ccc(C(=O)O)cc1	/	-1.6	-13.1	-0.4	14.2	0.0	-7.2	-0.7
O=S1(=O)N[C@@H](Cc2ccccc2)COc2ccc(Cl)cc21	-24.1	1.3	/	1.5	-11.9	0.2	2.5	-4.0
CCN(CC)S(=O)(=O)c1cccc(NC(=O)COC(=O)C2=COCCO2)c1	11.5	-12.0	-1.9	-3.8	-2.6	0.1	2.8	3.0
CCN(CC)S(=O)(=O)c1ccc(N2CCOCC2)c(NS(=O)(=O)c2ccc(C)cc2)c1	-5.5	3.2	-16.6	/	2.0	0.3	-2.0	/
COc1ccc([N+](=O)[O-])cc1NC(=O)C1(c2ccc(OC)c(OC)c2)CCOCC1	13.2	-8.1	4.4	1.9	13.5	0.0	7.4	6.9
CC(C)NC(=O)N1CCCCN2[C@H](CO)[C@H](c3ccc(C#Cc4ccccc4)cc3)[C@H]2C1	2.2	18.0	9.3	0.8	-10.8	0.0	-3.2	-4.8
C[C@H](NC(=O)[C@@H]1[C@@H](CO)[C@@H]2Cn3c(ccc(C4=CCCC4)c3=O)[C@H]1N2C(=O)C1CC1)c1ccccc1	14.9	3.8	/	0.6	-0.5	0.9	/	-7.6
CCCCCCCC(O)CC(CC1CCCCC1)C(=O)NN (stereo not drawn)	18.7	/	-7.9	/	-22.4	-0.1	/	/
Cc1noc(C)c1NC(=O)Nc1cccc2c1O[C@H](CN(C)C(=O)NC1CCCCC1)[C@H](C)CN([C@@H](C)CO)C2=O	/	-9.3	-1.9	0.1	-9.2	0.1	-3.9	-3.5
C[C@H]1CN([C@@H](C)CO)C(=O)c2cc(NS(C)(=O)=O)ccc2O[C@H]1CN(C)C(=O)Nc1cccc2ccccc12	-9.6	6.3	-9.0	1.6	24.9	-0.1	/	1.0
OC[C@H]1[C@@H](c2ccc(C#CC3CC3)cc2)[C@H]2CN(CCC(F)(F)F)CCCCN21	-1.6	-1.7	12.8	-0.7	/	/	-2.3	11.3
O=C(Nc1ccccc1Cl)c1ccccc1CC(O)(c1ccccc1)c1ccccc1	-1.7	2.0	/	1.3	5.5	0.1	6.6	-1.5
COc1ccc(NC(=O)c2sc3ncn(CC(=O)N4CCN(c5ccccn5)CC4)c(=O)c3c2C)c(OC)c1	-2.8	-0.3	-11.7	-0.5	15.9	0.0	/	-3.4
C[C@@H]1CN([C@@H](C)CO)C(=O)c2cc(NC(=O)CCCCCC(=O)Nc3ccccc3N)ccc2O[C@@H]1CN(C)C(=O)Nc1ccc(F)cc1	-11.5	-7.9	/	-3.4	9.6	-0.1	-17.6	-2.2
CCOC(=O)c1cnc2ccc(OC)cc2c1NCCc1ccc(OC)c(OC)c1	2.8	/	-7.5	/	-34.1	0.2	/	/
CCC1(CCC(C)C)SC(N)=NC1=O (stereo not drawn)	-1.7	-8.8	-12.9	1.7	19.3	0.1	-0.4	-0.1
CC(C)NC(=O)N(C)C[C@@H]1Oc2cc(-c3ccncc3)ccc2S(=O)(=O)N([C@@H](C)CO)C[C@H]1C	/	2.7	-0.8	2.3	8.2	-0.2	-3.2	11.0
COC(=O)c1sc2nc(SCc3cccc(F)c3)n(N)c(=O)c2c1C	18.0	/	0.0	/	8.6	-0.1	/	/
CCCCNc1c(-c2cccnc2)nc2nc(C)cc(C)n12	-3.8	-3.3	/	-1.3	2.3	0.0	-24.9	-14.5
COc1cccc(NC(=S)N/N=C2\CC(C)(C)Oc3ccc(O)cc32)c1	13.4	4.1	14.8	5.7	-3.8	-0.1	1.2	/
Cc1cccc(-c2noc(CCC(=O)N3CCN(c4cc(C)ccc4C)CC3)n2)c1	-181.9	0.0	-1.3	3.0	-0.9	0.0	-96.9	1.0
COc1ccc(Cl)cc1C(=O)NNC(=O)c1ccncc1	0.2	1.9	-15.1	-2.6	-4.3	0.2	-3.5	5.0
O=C(C[C@@H]1CC[C@H]2[C@@H](COC[C@H](O)CN2C(=O)Nc2ccc(Cl)c(Cl)c2)O1)NCc1ccc(Cl)c(Cl)c1	4.5	-5.0	-4.7	4.8	-7.1	0.2	10.8	-11.2
